Rac1 wt GTP bind: wildtype Rac1 GTP binding modulators, primary screen, biochemical, GST-Rac1 beads, flow cytometry, multiplex; Ras-related C3 botulinum toxin substrate 1 (Homo sapiens), P63000; fluorescent GTP binding; actives lie on both sides; 0 = cold GTP competed, 100 = untreated; GTP binding activity (% of control), % at 10 µM; 190,000 tested, 0.27% active; AID 757, 2007;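 active means GTP binding activity at least 20 points away from the 100% control level, either lower or higher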
Rab2 wt GTP: modulators of GTP binding to Rab2A wildtype, primary screen, biochemical, dog, bead-based flow cytometry, multiplex; Ras-related protein Rab-2A (Canis lupus familiaris), P61105; GST-Rab2 wt beads, Bodipy-GTP binding; GTP binding activity, % at 10 µM; 190,000 tested, 0.19% active; AID 760, 2007;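 active means GTP binding activity at least 20 points away from 100%, either lowered or raised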;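 further: 0% = beads with excess unlabeled GTP and 100% = no-compound control corrected for plate trend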
Mcl1-Noxa inh: Mcl-1/Noxa binding inhibitors, primary screen, biochemical, TR-FRET, 1536-well. 220,000 tested, 1.5% active. Induced myeloid leukemia cell differentiation protein Mcl-1 (Homo sapiens), Q07820. TR-FRET Mcl-1/Noxa peptide binding, 2 h. inhibition, % at 21.7 µM;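 active means compounds that cut the protein-peptide binding signal by more than 50% relative to plate controls in a single-dose test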;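 further: His-tagged Mcl-1 with rhodamine Noxa BH3 peptide and terbium anti-His antibody; 0% = Mcl-1 plus Noxa peptide wells and 100% = peptide-only wells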
ABCG2 inh: ABCG2 efflux pump inhibitors, primary screen, multiplex with ABCB1, IgMXP3 cells, flow cytometry. Broad substrate specificity ATP-binding cassette transporter ABCG2 (Homo sapiens), Q9UNQ0. JC-1 efflux. inhibition, % at 6.6 µM. 190,000 tested, 0.1% active;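 active means inhibition above 80%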;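 further: 0% = DMSO and 100% = nicardipine control wells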
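Test system: ABCG2 IgMXP3 and barcoded ABCB1 CCRF-Adr cell mix; Schedule: cells with compound and JC-1, 10 min at 25 °C, rotating, no wash; Technique: flow cytometry of retained JC-1 fluorescence; Measure: % inhibition of efflux relative to nicardipine and DMSO; Controls: nicardipine high and DMSO low controls.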
Avidin fluor: green autofluorescence of compounds with avidin beads – biophysical, 488/530 nm, flow cytometry, artefact control, profiling panel | compound fluorescence 488/530 nm; hits give high values | fluorescence (KMESF) at 10 µM | 220,000 tested, 0.38% active | AID 1775, 2009; in the data active means fluorescence above about 47; further: inactives centre near 10
Rac1 act GTP bind: GTP binding modulators of activated mutant Rac1, primary screen, biochemical, bead-based flow cytometry, multiplex, fluorescent GTP | Ras-related C3 botulinum toxin substrate 1 (Homo sapiens), P63000 | GST-Rac1 activated beads; actives lie on both sides; 100% means binding = to untreated wells | percent activity (GTP binding), % at 10 µM | 190,000 tested, 0.11% active | AID 764, 2007;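 active means GTP binding at least 20 percentage points away from the 100% baseline, in either direction, so actives lie on both sides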
Pf gamet viab: late stage P. falciparum gametocyte viability inhibitors, primary screen, ATP luminescence, HTS; P. falciparum stage V gametocytes, 24 h; inhibition, % at 10.9 µM; 150,000 tested, 0.065% active;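 active means inhibition above the mean plus 3 SD of compounds within the control limits, set per campaign, cut at about 38% in these data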;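 further: 0% = DMSO wells and 100% = medium only without gametocytes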
Cdc42 wt: modulators of GTP binding to wildtype Cdc42, primary screen, biochemical, multiplex bead flow cytometry, Bodipy-GTP; Cell division control protein 42 homolog (Homo sapiens), P60953; GST-Cdc42 beads; actives lie on both sides; percent activity (GTP binding), % at 10 µM; 190,000 tested, 0.2% active; AID 761, 2007;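 active means percent activity GTP binding at least 20 points away from the 100% baseline, either down as inhibitor or up as activator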;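 further: median bead fluorescence of bound Bodipy-FL-GTP at 100 nM; 0% = excess unlabeled GTP control and 100% = no compound control; below 100% means less GTP binding so inhibitor and above means activator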
ABCB1 inh: ABCB1 efflux pump inhibitors, primary screen, cell-based, multiplex, flow cytometry, ABCG2 counter-screen. CCRF-Adr cells, JC-1 efflux. 190,000 tested, 0.067% active. inhibition, % at 6.6 µM. ATP-dependent translocase ABCB1 (Homo sapiens), P08183; in the data active means inhibition above about 40%;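 further: 0% = vehicle and 100% = reference inhibitor; higher value means more JC-1 retained so stronger ABCB1 efflux block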
Target sequence (P08183 whole entry, looked up): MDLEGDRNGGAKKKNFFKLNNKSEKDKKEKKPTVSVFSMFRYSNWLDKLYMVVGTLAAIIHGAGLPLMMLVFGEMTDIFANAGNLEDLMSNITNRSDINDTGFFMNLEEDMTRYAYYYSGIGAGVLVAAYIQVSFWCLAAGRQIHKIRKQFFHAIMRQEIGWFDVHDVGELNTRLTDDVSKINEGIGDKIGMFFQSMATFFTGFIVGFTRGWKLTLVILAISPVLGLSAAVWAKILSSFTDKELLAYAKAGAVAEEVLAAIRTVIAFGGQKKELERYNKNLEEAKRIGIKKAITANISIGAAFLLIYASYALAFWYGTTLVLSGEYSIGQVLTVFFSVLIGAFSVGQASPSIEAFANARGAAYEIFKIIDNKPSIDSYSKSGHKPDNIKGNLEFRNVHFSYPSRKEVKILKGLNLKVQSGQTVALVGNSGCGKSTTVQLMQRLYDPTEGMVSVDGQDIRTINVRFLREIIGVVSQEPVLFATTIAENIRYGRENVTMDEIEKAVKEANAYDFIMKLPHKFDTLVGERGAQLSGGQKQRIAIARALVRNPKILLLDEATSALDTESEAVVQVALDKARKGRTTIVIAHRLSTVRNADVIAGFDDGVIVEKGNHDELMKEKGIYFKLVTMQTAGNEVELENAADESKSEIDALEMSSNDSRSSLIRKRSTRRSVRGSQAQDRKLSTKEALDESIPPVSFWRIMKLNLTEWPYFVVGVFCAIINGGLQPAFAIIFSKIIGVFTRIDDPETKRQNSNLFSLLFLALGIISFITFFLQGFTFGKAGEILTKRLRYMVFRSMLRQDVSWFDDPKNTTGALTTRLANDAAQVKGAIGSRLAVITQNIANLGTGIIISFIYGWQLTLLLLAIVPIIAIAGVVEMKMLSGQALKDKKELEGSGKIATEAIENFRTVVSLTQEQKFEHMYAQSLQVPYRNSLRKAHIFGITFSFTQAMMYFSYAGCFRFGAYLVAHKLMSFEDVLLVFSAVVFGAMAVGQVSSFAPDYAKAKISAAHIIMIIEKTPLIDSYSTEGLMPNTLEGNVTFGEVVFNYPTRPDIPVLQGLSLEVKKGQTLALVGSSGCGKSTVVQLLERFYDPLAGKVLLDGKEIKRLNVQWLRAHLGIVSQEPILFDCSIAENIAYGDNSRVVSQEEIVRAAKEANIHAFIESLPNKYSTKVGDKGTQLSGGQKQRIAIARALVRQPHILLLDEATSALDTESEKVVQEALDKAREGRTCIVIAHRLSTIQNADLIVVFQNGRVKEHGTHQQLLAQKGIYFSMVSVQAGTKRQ
HRas wt GTP: modulators of GTP binding to HRas wildtype, primary screen, biochemical, bead-based flow cytometry, multiplex; 190,000 tested, 0.14% active; GTP binding activity, % at 10 µM; GTPase HRas (Homo sapiens), P01112; GST-Ras wt beads, Bodipy-FL-GTP binding; actives lie on both sides;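 active means GTP binding activity at least 20% away from the 100% baseline, either lowered as inhibitor or raised as activator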;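 further: 0% = unlabeled GTP competition control and 100% = no-compound control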
Rab7 wt GTP bind: modulators of GTP binding to Rab7, primary screen, biochemical, wildtype, multiplex bead flow cytometry. GST-Rab7 beads, fluorescent GTP binding; actives lie on both sides; untreated = 100%, excess cold GTP = 0%. GTP binding activity (percent of control), % at 10 µM. 190,000 tested, 0.055% active. AID 758, 2007;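 active means fluorescent GTP binding to Rab7 beads changed by at least 20 points from the 100% baseline, either direction, mostly lower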;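 further: median green fluorescence of bound Bodipy-FL-GTP per Rab7 bead population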
The depositor's hits bear a star; . = no result given.

SMILES | Rac1 wt GTP bind | Rab2 wt GTP | Mcl1-Noxa inh | ABCG2 inh | Avidin fluor | Rac1 act GTP bind | Pf gamet viab | Cdc42 wt | ABCB1 inh | HRas wt GTP | Rab7 wt GTP bind
Nc1cc2nc[nH]c2cc1N | 82 | 87 | 74* | -2 | 8 | 90 | -12 | 89 | -0.6 | 86 | 87
O=C(CSc1nnc(Cc2cc(=O)[nH]c(=O)[nH]2)n1-c1ccc(F)cc1)N1CCCCC1 | 104 | 103 | 1 | 2 | 7 | 99 | . | 102 | 0.6 | 101 | 101
Cc1ccc(C(=O)N2CC(=O)Nc3ccc(F)cc3C2c2ccccc2)cc1[N+](=O)[O-] (centres undefined) | 98 | 96 | 18 | 35 | 11 | 97 | 3 | 99 | 3.8 | 97 | 99
COc1ccc(CC(=O)Nc2cc3oc4ccccc4c3cc2OC)cc1 | 105 | 102 | 5 | 12 | 3 | 103 | 23 | 103 | 1.0 | 102 | 98
Cc1n[nH]c(=S)n(NC(=O)/C=C/C(=O)Nn2c(=S)[nH]nc(C)c2=O)c1=O | 97 | 99 | 87* | -2 | 12 | 96 | 21 | 97 | -0.4 | 97 | 101
C1=CN2CCC1C(c1ccccc1)C2 (centres undefined) | 103 | 100 | 14 | 0 | 7 | 101 | 22 | 103 | 0.1 | 101 | 100
CCOc1ccccc1NC(=O)CN1C(=O)C(=O)N(Cc2ccco2)C1=O | 95 | 97 | 13 | 1 | 8 | 93 | -21 | 94 | 0.5 | 96 | 98
CCOC(=O)C1(Cc2cccc(F)c2)CCN(C(=O)Cc2cccnc2)CC1 | 98 | 100 | 2 | 1 | 5 | 97 | 2 | 98 | 0.9 | 98 | 101
COC(=O)c1nc(-n2nc(C)cc2C)ccc1Cl | 104 | 97 | 6 | 3 | . | 96 | . | 101 | 0.4 | 98 | 97
O=C(NC(=S)Nc1cc(Cl)ccc1N1CCOCC1)c1ccc(-c2cccc(Cl)c2)o1 | 91 | 90 | -2 | -4 | 11 | 88 | -9 | 93 | -0.7 | 93 | 93
CCOC(=O)c1ccc(Nc2c(CC)c(C)nc3ncnn23)cc1 | 106 | 104 | 6 | 20 | 31 | 100 | 0 | 103 | 1.4 | 101 | 100
Cc1cc(NC(=O)CSCc2nc(-c3cccc(F)c3)oc2C)no1 | 102 | 99 | 10 | 5 | 6 | 100 | . | 103 | 1.1 | 101 | 97
CCN(CC)C(=O)CCC(=O)Nc1ccc(C(=O)OC)cc1 | 98 | 98 | 22 | 7 | 4 | 96 | . | 97 | 0.8 | 96 | 99
Cc1cccc2cc(C#N)c(SCC(=O)N3CCC(C)CC3)nc12 | 103 | 101 | -22 | 3 | 4 | 100 | 9 | 101 | 0.5 | 101 | 100
CN1CCN(CCC2Oc3cc([N+](=O)[O-])ccc3NC2=O)CC1 (centres undefined) | 96 | 96 | 4 | 1 | 5 | 95 | -9 | 94 | 0.0 | 94 | 96
Cc1cc(Oc2ccc(-c3ccccc3)cc2)n2ncnc2n1 | 104 | 98 | -11 | 1 | 20 | 97 | 13 | 101 | 0.1 | 98 | 105
COC(=O)c1cc(NC(=O)/C=C/c2ccc3c(c2)OCO3)cc(C(=O)OC)c1 | 99 | 100 | -87 | -2 | 11 | 97 | . | 96 | -0.7 | 98 | 100
O=C1c2cccc3cccc(c23)C(=O)N1OS(=O)(=O)c1ccccc1 | 90 | 90 | -49 | 4 | 14 | 92 | . | 91 | 0.2 | 94 | 90
CCOC(=O)c1cc2c(s1)-c1c(C)cccc1OC2 | 103 | 100 | -1 | 3 | 9 | 98 | . | 101 | 0.2 | 101 | 100
C/C(=N/NC(=O)CSc1nc2ccccc2n1C)c1ccncc1 | 100 | 99 | 16 | 0 | 13 | 96 | -10 | 98 | 0.1 | 98 | 100
C=CCn1c(SCC(N)=O)nc2scc(-c3ccc(C)o3)c2c1=O | 101 | 97 | 19 | 3 | 6 | 91 | . | 93 | 0.9 | 94 | 101
COc1cccc(C(=O)/C=C/Nc2ccc(S(=O)(=O)Nc3cccc(C(C)=O)c3)cc2)c1 | 104 | 101 | -5 | 1 | 37 | 100 | -22 | 106 | 0.0 | 103 | 104
CCOC(=O)C1CCCN(Cc2nc(N)nc(Nc3ccc(Cl)cc3)n2)C1 (centres undefined) | 94 | 97 | -21 | 5 | 14 | 93 | -8 | 96 | 0.4 | 99 | 100
Cc1cc2nc(-c3ccc(NC(=O)C(C)C)cc3)oc2cc1C | 103 | 99 | 6 | 0 | 33 | 99 | . | 100 | -0.2 | 100 | 98
CCOc1c2ccc(C(=O)NCC34CC5CC(CC(C5)C3)C4)cc2nn1CC | 101 | 100 | 1 | 10 | 13 | 101 | 13 | 103 | 1.2 | 102 | 97

The closing 2 entries of the section before lead into the next:
SMILES | Rac1 wt GTP bind | Rab2 wt GTP | Mcl1-Noxa inh | ABCG2 inh | Avidin fluor | Rac1 act GTP bind | Pf gamet viab | Cdc42 wt | ABCB1 inh | HRas wt GTP | Rab7 wt GTP bind
Cc1cc2nc(-c3ccc(NC(=O)C(C)C)cc3)oc2cc1C | 103 | 99 | 6 | 0 | 33 | 99 | . | 100 | -0.2 | 100 | 98
CCOc1c2ccc(C(=O)NCC34CC5CC(CC(C5)C3)C4)cc2nn1CC | 101 | 100 | 1 | 10 | 13 | 101 | 13 | 103 | 1.2 | 102 | 97
CSc1ccc(S(=O)(=O)NCc2ccc(C)cc2)cc1 | 103 | 95 | -28 | 0 | 9 | 94 | 9 | 95 | -0.2 | 95 | 91
CCOC(=O)C1CCN(C(=O)C2CCCCC2)CC1 | 96 | 96 | -11 | 0 | 11 | 95 | . | 100 | 0.2 | 98 | 97
CN1CCN(c2cc(=O)n(C3CCCCC3)c(=O)[nH]2)CC1 | 104 | 101 | -2 | -2 | 7 | 100 | . | 101 | -2.0 | 101 | 101
CC(=O)c1cccc(NC(=O)Nc2ccc3c(c2)N(C)C(=O)CS3)c1 | 92 | 91 | 29 | 13 | 14 | 92 | . | 93 | 3.3 | 92 | 92
Cc1ccc(SCc2cc(=O)n3[nH]cnc3n2)cc1 | 100 | 94 | 15 | 0 | 24 | 89 | 18 | 92 | 0.1 | 94 | 90
Nc1c(-c2ccccc2)c(CSc2nc3ccccc3[nH]2)nn1-c1ccc(Cl)cc1 | 101 | 97 | -11 | 28 | 11 | 98 | 28 | 99 | 43* | 97 | 96
CCOc1ccc(NS(=O)(=O)c2ccc3[nH]c(=O)cc(C(=O)O)c3c2)cc1 | 91 | 96 | 23 | -1 | 9 | 92 | 10 | 93 | -0.1 | 96 | 101
CCN1C(=O)CC(C(=O)Nc2ccc(F)cc2)SC1=Nc1cccc(OC)c1 (centres undefined) | 102 | 101 | -68 | 21 | 14 | 98 | . | 100 | 1.1 | 101 | 99
Cn1c(-c2ccccc2)c(C(=O)CC#N)c2ccccc21 | 95 | 98 | 2 | 3 | 11 | 93 | 7 | 94 | 0.4 | 99 | 102
COc1ccc(N2CCC(CNC(=O)Nc3ccccc3)C2)cc1 (centres undefined) | 100 | 96 | 82* | 0 | 29 | 98 | . | 100 | -0.1 | 98 | 94
COc1ccc(CCN2C(=O)C(Oc3ccccc3C)C2c2ccc3c(c2)OCO3)cc1OC (centres undefined) | 107 | 107 | 4 | 26 | 13 | 101 | . | 108 | 11 | 104 | 105
O=C(CNC(=O)c1ccco1)NCC(=O)OCc1ccccc1Br | 98 | 100 | -14 | 2 | 9 | 97 | . | 98 | 0.3 | 99 | 98
O=C(CCN1C(=O)C2C3C=CC(C3)C2C1=O)Nc1nccs1 (centres undefined) | 109 | 101 | -5 | 1 | 10 | 100 | . | 105 | 0.2 | 103 | 98
CCN1C(=O)Cc2cc(S(=O)(=O)N3CCOCC3)ccc21 | 92 | 92 | 4 | 1 | 7 | 92 | . | 94 | 0.5 | 94 | 96
CCC(=O)N1CCN(c2ccc(NC(=O)c3cccs3)cc2)CC1 | 97 | 92 | 10 | 2 | 30 | 96 | -11 | 98 | 0.3 | 99 | 91
COC(=O)/C=c1/s/c(=C(/C#N)C(=O)N2CCCCC2)n(-c2ccccc2)c1=O | 98 | 99 | 5 | 9 | 14 | 98 | 25 | 99 | 0.9 | 98 | 97
COc1ccc(N2CCN(c3nc4ccccc4n3CC(=O)c3ccccc3)CC2)cc1 | 92 | 89 | . | 1 | 76* | 95 | 17 | 93 | 1.9 | 93 | 93
CCC1Oc2ccc(C)cc2N(CC(=O)NCCN2CCCCCC2)C1=O (centres undefined) | 97 | 99 | 0 | -5 | 7 | 99 | 7 | 101 | 0.1 | 97 | 99
Cc1cc(C)cc(OC(=O)N2CCOCC2)c1 | 106 | 109 | 7 | 4 | 9 | 103 | 15 | 110 | 1.2 | 107 | 102
CCC(=O)c1ccccc1OCCSc1nc(C)cc(=O)[nH]1 | 101 | 100 | 15 | 7 | 9 | 98 | -6 | 100 | 0.3 | 101 | 99
CCc1ccc(NC(=O)CC2C(=O)N(c3ccc(C)cc3)C(=O)N2CCc2ccncc2)cc1 (centres undefined) | 100 | 98 | 10 | 3 | 18 | 96 | . | 97 | 0.8 | 97 | 101
Cc1ccccc1-n1c(C)nnc1SCC(=O)N(C)C1CCS(=O)(=O)C1 (centres undefined) | 100 | 96 | 13 | 0 | 17 | 100 | -16 | 95 | 0.1 | 97 | 97
O=C(Nc1ccc(N2CCN(C(=O)c3ccc(Cl)cc3)CC2)cc1)c1ccc2c(c1)OCCO2 | 103 | 98 | 2 | 10 | 6 | 100 | . | 98 | 1.7 | 100 | 96
CN(C)/C=C(\C#N)C(=O)N/N=C/c1ccccc1 | 104 | 101 | -4 | 2 | 26 | 99 | 2 | 100 | 0.2 | 101 | 105
O=C(NC(=S)NNS(=O)(=O)c1ccccc1)c1ccc([N+](=O)[O-])cc1 | 103 | 100 | -18 | -1 | 12 | 97 | -23 | 99 | -0.6 | 100 | 98

Assay outcomes as filed in PubChem BioAssay.
